KCNQ1 block: inhibitors of human KCNQ1 channel, primary screen, cell-based, thallium flux, high-throughput; CHO-K1 KCNQ1, FluxOR thallium flux fluorescence; active compounds read high; B-score at 10 µM; AID 2642, 2010; 310,000 tested, 1.3% active; Potassium voltage-gated channel subfamily KQT member 1 (Homo sapiens), P51787;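 active = compounds whose thallium flux B-score, printed positive for inhibition, exceeds three library SD while starting fluorescence stays within three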;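 also: channel opened by potassium depolarization with thallium stimulus after 20 min compound exposure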
TMEM16A act: TMEM16A chloride channel activators or potentiators, primary screen, cell-based, HTS | Anoctamin-1 (Mus musculus), Q8BHY3 | HEK293 TMEM16A/YFP-H148Q/I152L, iodide quench fluorescence; active compounds read low | B-score at 10 µM | 340,000 tested, 0.3% active | AID 623877, 2012;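 active = fluorescence-ratio B-score plate-corrected deviation score at least 3 library SD below zero, with starting fluorescence score within 5 deviations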;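 also: channel opened by trigger with iodide after compound preincubation; score built on the fluorescence ratio of max minus min over baseline; more negative score means more quench and so TMEM16A activation or potentiation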
HDAC3 inh: HDAC3 deacetylase inhibitors, primary screen, biochemical, fluorescence, cell-free homogeneous; Histone deacetylase 3 (Homo sapiens), O15379; recombinant HDAC3, fluorogenic peptide/trypsin coupled; inhibition, % at 8.3 µM; 320,000 tested, 0.15% active; AID 2718, 2010; in the data active = inhibition above about 26%, passing the limit was not always enough
Target sequence (O15379 whole entry, looked up): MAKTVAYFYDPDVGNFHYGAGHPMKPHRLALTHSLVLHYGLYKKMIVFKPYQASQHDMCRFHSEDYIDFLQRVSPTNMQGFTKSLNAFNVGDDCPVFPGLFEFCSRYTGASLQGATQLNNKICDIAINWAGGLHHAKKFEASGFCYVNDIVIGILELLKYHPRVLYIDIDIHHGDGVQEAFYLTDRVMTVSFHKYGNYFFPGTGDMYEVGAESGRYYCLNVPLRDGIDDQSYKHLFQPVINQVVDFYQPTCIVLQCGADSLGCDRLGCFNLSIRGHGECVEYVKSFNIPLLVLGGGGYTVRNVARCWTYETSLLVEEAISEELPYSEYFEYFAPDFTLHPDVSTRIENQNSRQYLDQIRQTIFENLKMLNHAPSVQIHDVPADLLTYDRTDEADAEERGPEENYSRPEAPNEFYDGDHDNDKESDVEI
TRPC4 agonist: activators of mouse TRPC4 channel, primary screen, Fluo4 calcium, HEK293 TRPC4beta/mu-opioid cells; Short transient receptor potential channel 4 (Mus musculus), Q9QUQ5; 310,000 tested, 0.49% active; Fluo4 calcium fluorescence; active compounds read high; B-score at 10 µM;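 active = B-score above 5 SD of library B-scores, and initial fluorescence ratio not above library mean plus 5 SD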;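 also: positive B-score marks a calcium rise read as TRPC4 activation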
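Technique: kinetic Fluo4 calcium fluorescence; Test system: TRPC4beta and mu-opioid receptor HEK293 stable cells; Measure: B-scored integrated calcium fluorescence ratio; Benchmarks: low control buffer alone, high control maximal DAMGO; Schedule: 45 min room-temperature Fluo4 loading, 110 s read.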
KCNK3 block: human KCNK3 channel inhibitors, primary screen, CHO cells, FluxOR thallium flux, B-score. Potassium channel subfamily K member 3 (Homo sapiens), O14649. FluxOR fluorescence; active compounds read low. B-score at 10 µM. 340,000 tested, 0.84% active. AID 602410, 2012;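 active = B-score under library mean minus 4 SD, starting fluorescence ratio at most library mean plus 5 SD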;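 also: more negative B-score means stronger inhibition of thallium flux through KCNK3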
Target sequence (O14649 whole entry, looked up): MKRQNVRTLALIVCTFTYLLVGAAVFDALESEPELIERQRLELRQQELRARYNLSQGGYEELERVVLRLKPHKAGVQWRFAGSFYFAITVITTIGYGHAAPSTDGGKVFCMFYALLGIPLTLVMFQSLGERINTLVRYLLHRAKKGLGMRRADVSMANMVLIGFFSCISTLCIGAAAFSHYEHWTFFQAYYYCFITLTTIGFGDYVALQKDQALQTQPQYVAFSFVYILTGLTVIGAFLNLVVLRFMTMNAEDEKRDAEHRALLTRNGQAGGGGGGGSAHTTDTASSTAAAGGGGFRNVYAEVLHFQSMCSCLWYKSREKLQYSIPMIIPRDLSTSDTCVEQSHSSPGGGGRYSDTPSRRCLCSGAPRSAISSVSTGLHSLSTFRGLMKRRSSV
KCNQ1 pot: potentiators or activators of KCNQ1 channel, primary screen, cell-based, thallium flux, high-throughput. Potassium voltage-gated channel subfamily KQT member 1 (Homo sapiens), P51787. 310,000 tested, 0.35% active. B-score at 10 µM. CHO-K1 KCNQ1, thallium flux FluxOR fluorescence; active compounds read high;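 active = fluorescence ratio B-score, a plate-corrected score, at least three library SD, with initial intensity B-score within 5 SD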
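Assay system: CHO-K1 cells stably expressing KCNQ1; Medium: assay buffer with matched DMSO; Also added: K+/Tl+ depolarizing stimulus; Dosing: single dose; Timing: dye 90 min, compound 20 min, room temperature; Measured by: kinetic FluxOR thallium fluorescence, 10-s 1-Hz baseline, 110-s post-stimulus read; Read-out: peak-minus-minimum fluorescence over initial fluorescence, negative-control normalized, B-scored.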
TRPC4 PAM: positive allosteric modulators of TRPC4, primary screen, cell-based, mouse TRPC4beta, HEK293 mu-opioid, Fluo-4 calcium | Short transient receptor potential channel 4 (Mus musculus), Q9QUQ5 | 310,000 tested, 0.42% active | AID 2227, 2009 | DAMGO EC20, Fluo-4 Ca2+ flux; active compounds read high | B-score at 10 µM;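 active = B-score of calcium response area above 5 SD of library B-scores, with initial fluorescence ratio within 5 SD of library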;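 also: B-score of integrated fluorescence ratio over time as area under calcium response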
KCNK9 inh: KCNK9 potassium channel inhibitors, primary screen, HEK293 cells, thallium flux; B-score at 10 µM; FluxOR thallium flux fluorescence; active compounds read low; 310,000 tested, 1.2% active; Potassium channel subfamily K member 9 (Homo sapiens), Q9NPC2; AID 488922, 2010;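 active = ratio B-score over 3 SD below the library mean, with starting fluorescence within 5 SD of its mean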;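 also: negative B-score means less thallium flux so channel inhibition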
hERG protect: hERG rescue from dofetilide block, primary screen, cell-based, CHO-hERG, FluxOR thallium flux, dofetilide IC70 | dofetilide IC70 present | Voltage-gated inwardly rectifying potassium channel KCNH2 (Homo sapiens), Q12809 | activation (rescue from dofetilide block), less the hit threshold, % at 10 µM | 310,000 tested, 0.51% active;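 active = activation above the mean of controls blocked by dofetilide plus 5 SD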;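 also: thallium influx through hERG after potassium depolarization seen as dye fluorescence rise; in these data hits start at about 4.7%; inactives centre near -7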
TMEM16A inh: TMEM16A chloride channel inhibitors, primary screen, cell-based, HTS; Anoctamin-1 (Mus musculus), Q8BHY3; HEK293 TMEM16A/YFP iodide influx fluorescence, ionomycin; normalized B-score (activity score, 25-100; higher = stronger inhibition) at 10 µM; 310,000 tested, 1.2% active;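 active = ratio plate-corrected score three or more library SD toward inhibition, starting fluorescence score within five deviations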;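 also: score derived from kinetic fluorescence span divided by baseline fluorescence per well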
DYRK1A inh: rat Dyrk1A kinase inhibitors, primary screen, biochemical, single point, plate reader; ADP-Glo luminescence, NFATc1 peptide; inhibition, % at 12.5 µM; 310,000 tested, 0.43% active; Dual specificity tyrosine-phosphorylation-regulated kinase 1A (Rattus norvegicus), Q63470; in the data active = inhibition above about 50%;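 also: plate controls were vehicle with enzyme for no effect and no enzyme for full effect; many of its hits are not listed in these tables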
The depositor's hits bear a star; i = inactive; · = no result given. This is a subset. The share of hits here may be higher or lower than overall.

SMILES	KCNQ1 block	TMEM16A act	HDAC3 inh	TRPC4 agonist	KCNK3 block	KCNQ1 pot	TRPC4 PAM	KCNK9 inh	hERG protect	TMEM16A inh	DYRK1A inh
CCN(CC(=O)Nc1ccc(C(C)=O)cc1)CC(=O)Nc1ccccc1C(F)(F)F	i	i	7	i	i	i	i	i	-5	i	4
CCCCn1nnc(NC(=S)NC(=O)c2ccc(OCC)c([N+](=O)[O-])c2)n1	i	i	1	i	i	i	i	i	-6	i	·
CCN(CC)S(=O)(=O)c1cc([N+](=O)[O-])ccc1N=Nc1c(O)n(C)c2ccccc12	i	i	-2	i	i	i	i	i	-5	i	-6
CCOC(=O)C1C2C=CC3(CN(Cc4cccs4)C(=O)C13)O2 (centres undefined)	i	i	-2	i	i	i	i	i	-5	i	0
CC1(C)Oc2ccc3ccc(=O)oc3c2C(/C=N/O)C1=O (centres undefined)	i	i	3	i	i	i	i	i	-5	i	18
O=C1OC(Oc2ccccc2)(c2ccccc2)c2ccccc21 (centres undefined)	i	i	5	i	i	i	i	-10*	-16	i	0
COc1ccc(/C=C2\CCn3c2nc2cc(C(=O)O)ccc2c3=O)cc1	i	i	3	i	i	i	i	i	-3	i	12
CSCC[C@H](NC(=O)Nc1cccc(C(F)(F)F)c1)C(=O)O	i	i	2	i	i	i	i	i	-9	i	9
Nc1ccc(C(=O)N/N=C/c2cn(Cc3cccc(F)c3)c3ccccc23)cc1	i	i	20	i	i	i	i	i	-13	i	-5
CC(=O)n1cc(/C=C2/N=C(c3ccccc3)OC2=O)c2ccccc21	i	i	4	i	i	i	i	i	-12	i	21
CC(C)=NNc1nc(-c2ccc(N3C(=O)CCC3=O)cc2)cs1	i	i	-2	i	i	i	i	i	-4	i	-6
COc1ccc(C(=O)Nc2cc(C(C)=O)c(/C=C/N(C)C)oc2=O)cc1	i	i	0	i	i	i	i	i	-19	i	3
COc1ccc2[nH]c3c(c2c1)CCN1C(=O)N([C@@H](C)C(=O)NC2CC2)C(=O)[C@]31C	i	i	10	i	i	i	i	i	-7	i	4
O=C(OCc1cc(Cl)ccc1OC(F)F)c1cccnc1	i	i	2	i	i	i	i	i	2	i	0
CN(Cc1cn(C)nc1-c1cccc(Cl)c1)CC1CCCCO1 (centres undefined)	i	i	-1	i	i	i	i	i	-4	i	-2
CNC(=S)Nc1ccc2nc(C)oc2c1	i	i	5	i	i	i	i	i	-5	i	9
Cc1cccc2cc(C#N)c(NCCNS(=O)(=O)c3ccccc3)nc12	i	i	-13	i	i	i	i	i	-9	i	5
O=[N+]([O-])c1cc(S(=O)(=O)Nc2cccc(C(F)(F)F)c2)ccc1-n1nnc2ccccc21	i	i	-3	i	i	i	i	i	-8	100*	-1
COC(=O)NCc1ccc(S(=O)(=O)N2CCOCC2)cc1	i	i	-1	i	i	i	i	i	-5	i	0
CCOCCOC(=O)CCSc1n[nH]c(=O)[nH]c1=O	i	i	-2	i	i	i	i	i	-6	i	-1
COC(=O)Nc1ccc(S(=O)(=O)Nc2ccc(O)cc2)cc1	i	i	-1	i	i	i	i	i	-6	i	-1
COC(=O)COc1ccc(S(=O)(=O)NC2CCCCCC2)cc1	i	i	0	i	i	i	i	i	-8	i	8
COCC(C)N=C1NN=C(c2cc(C)n(Cc3ccccc3Cl)c2C)CS1 (centres undefined)	i	i	7	i	i	i	i	i	-18	i	-1
CCCCN(C)CCC(=O)Nc1ccc(Cl)cc1	i	i	-7	i	i	i	i	i	-2	i	-2
CN(C)C1=NC(=O)/C(=C/c2ccc(-c3ccc(S(N)(=O)=O)cc3)o2)S1	i	·	3	i	·	i	i	i	-6	i	·
(continued)
SMILES	KCNQ1 block	TMEM16A act	HDAC3 inh	TRPC4 agonist	KCNK3 block	KCNQ1 pot	TRPC4 PAM	KCNK9 inh	hERG protect	TMEM16A inh	DYRK1A inh
COc1ccc(OC)c2sc(NC(=O)C3CC3)nc12	i	i	1	i	i	i	i	i	-8	i	8
COc1ccc(CCNC(=O)C2CC3Cn4c(nc5ccccc54)C3N2c2ccccc2)cc1 (centres undefined)	i	i	2	i	i	i	i	i	-5	i	6
COc1ccccc1NC(=S)N(CCN1CCCCCC1)Cc1cccs1	i	i	-4	i	i	i	i	i	-5	i	·
Cc1nccn1CCCNC(=O)CC1C(=O)NCCN1Cc1ccccc1C(F)(F)F (centres undefined)	i	i	·	i	i	i	i	i	-14	i	15
CNC(=O)CN1C(=O)C2C3C=CC(C3)C2C1=O (centres undefined)	i	i	0	i	i	i	i	i	-12	i	0
CC(=O)c1ccc(NC(=O)C2=CC(c3cccs3)=NS(=O)(=O)N2C)cc1	i	i	-1	i	i	i	i	i	-3	i	40
CCOP(=O)(c1ccccc1)C1(C#N)CCCC1 (centres undefined)	i	i	6	i	i	i	i	i	-5	i	5
COc1cc(/C=N/Nc2ccc(C(F)(F)F)cn2)cc(OC)c1O	i	i	·	i	i	i	i	i	-8	·	8
COc1ccc(OC)c(-c2nnc(SCC(=O)N3CCOCC3)o2)c1	i	i	11	i	i	i	i	i	-10	i	6
CC1CCN(C(=O)COC(=O)C2CCN(S(=O)(=O)c3ccc4c(c3)OCCO4)CC2)CC1	i	i	-6	i	i	i	i	i	-9	i	0
O=C(Cc1cccs1)N1CCN(c2cccc(Cl)c2)CC1	i	i	-3	i	i	i	i	i	-4	i	-3
COc1cc(C(c2c(C)[nH][nH]c2=O)c2c(C)[nH][nH]c2=O)ccc1OC(C)C	i	i	-1	i	i	i	i	i	-1	i	-4
C=CC[n+]1c(-c2ccc(OCC)cc2)csc1NNC(=O)Nc1ccccc1	i	i	6	i	i	i	i	i	-4	i	-4
O=C(O)CCC(=O)NNc1ncnc2ccccc12	i	i	1	i	i	i	i	i	-2	i	1
COc1ccc(NC(=O)C2c3cc(OC)c(OC)cc3C(=O)N(C)C2c2cccnc2)cc1OC (centres undefined)	i	i	3	i	i	i	i	i	-11	i	-2
S=C(NCC1CCCO1)Nc1cccc(Cl)c1 (centres undefined)	i	i	3	i	i	i	i	i	-8	i	7
Cc1nn(-c2ccccc2)c2sc(C(=O)N(CC(=O)NC3CCCC3)Cc3ccco3)cc12	i	i	·	i	i	i	i	i	-12	·	-5
O=c1[nH]c(CN2CCCC2)nc2sc3c(c12)CCC3	i	i	3	i	i	i	i	i	-2	i	-3
CCN1C(=O)C(CC(=O)NC2CCCCC2)N(CC)C1=O (centres undefined)	i	i	-6	i	i	i	i	i	-9	i	1
COc1cccc(/C=C/C(=O)NCc2cn3cc(Cl)ccc3n2)c1	i	i	-2	i	i	i	i	i	-5	i	14
Cc1sc2nc(CSc3ccccc3)nc(N3CCC(C(N)=O)CC3)c2c1C	i	i	3	i	i	i	i	i	-8	i	3
COCCN(Cc1ccccc1)C(=O)c1cccc(S(=O)(=O)N2CCN(c3ccc(F)cc3)CC2)c1	i	i	-2	i	i	i	i	i	-13	i	5
CNC(=S)NNC(=O)c1oc2nc(-c3ccccc3)cc(-c3ccco3)c2c1N	i	i	-3	i	i	i	i	i	-10	i	-2
O=C(CCSc1nc(-c2ccc3c(c2)OCO3)cc(C(F)(F)F)n1)NCc1ccco1	i	i	3	i	i	i	i	i	-9	i	-2
CC(C)N1C(=O)S/C(=C/c2ccccc2OCc2ccc(C(=O)O)cc2)C1=O	i	i	6	i	i	i	i	i	-21	i	-4
More compounds.
SMILES	KCNQ1 block	TMEM16A act	HDAC3 inh	TRPC4 agonist	KCNK3 block	KCNQ1 pot	TRPC4 PAM	KCNK9 inh	hERG protect	TMEM16A inh	DYRK1A inh
CCOc1ccc(C2CC(=O)NC2=O)cc1 (centres undefined)	i	i	-7	i	i	i	i	i	-6	i	3
CCOC(=O)NNC(=O)NCCCCCCNC(=O)NNC(=O)OCC	i	i	-11	i	i	i	i	i	-5	i	-4
CC(OC(=O)CCCc1nc2ccccc2s1)C(=O)NC(N)=O (centres undefined)	i	i	-3	i	i	i	i	i	-13	i	-4
O=C(OCc1nnc(-c2ccccc2)o1)c1cc([N+](=O)[O-])ccc1Cl	i	i	4	i	i	i	i	i	-1	i	-1
COc1cc(OC)cc(C(=O)NCc2ccc3c(c2)OCO3)c1	i	i	1	i	i	i	i	i	-6	i	-2
O=C1c2ccccc2C(=O)C1c1ccnc2ccccc12	i	i	-1	i	i	i	i	i	-13	i	17
CCc1ccc(N2CC(C(=O)Nc3nccs3)CC2=O)cc1 (centres undefined)	i	i	-8	i	i	i	i	i	-2	i	-5
COc1ccc(-c2ccc3c(N)c(C(=O)c4ccc(OC)c(OC)c4)sc3n2)cc1	i	i	-3	i	i	i	i	i	-5	i	-1
COc1ccc(-c2c(C)nc3c(-c4ccccn4)cnn3c2N)cc1	i	i	-44	i	i	i	i	i	-7	i	-2
CNc1nc(-c2ccccc2)nc(-c2ccc(OC)cc2)c1C#N	i	i	-3	i	i	i	i	i	-9	i	-4

Copied from the list:
In HDAC3 inh, `CCN1C(=O)C(CC(=O)NC2CCCCC2)N(CC)C1=O` (centres undefined) is entered as -6
In DYRK1A inh, `Cc1nn(-c2ccccc2)c2sc(C(=O)N(CC(=O)NC3CCCC3)Cc3ccco3)cc12` is entered as -5

Screening results: PubChem BioAssay, several laboratories
